CHO-K1 Ca ag: M1 agonist counterscreen hit in parental CHO-K1 cells; Fluo-8 calcium fluorescence; scaled to maximal ATP response, vehicle zero; activation, % at 3 µM; 360,000 compounds, 0.48% hits; in the data active = activation above about 15%;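 also: untransfected CHO-K1 host cells lacking M1 receptor as counterscreen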
M4 ag: agonists of human muscarinic M4 receptor (CHRM4); 360,000 compounds, 0.14% hits; AID 624127; P08173; activation, % at 3 µM; CHO-K1 hM4/Gqi5, Fluo-8 calcium fluorescence; vehicle 0%, full acetylcholine response 100%;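 active = activation above the run mean over all test wells plus 3 SD, cut at about 32% in these data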;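 also: peak over basal fluorescence ratio per well then scaled between controls; 0% = DMSO wells and 100% = acetylcholine at EC100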
Target sequence (P08173 whole entry, looked up): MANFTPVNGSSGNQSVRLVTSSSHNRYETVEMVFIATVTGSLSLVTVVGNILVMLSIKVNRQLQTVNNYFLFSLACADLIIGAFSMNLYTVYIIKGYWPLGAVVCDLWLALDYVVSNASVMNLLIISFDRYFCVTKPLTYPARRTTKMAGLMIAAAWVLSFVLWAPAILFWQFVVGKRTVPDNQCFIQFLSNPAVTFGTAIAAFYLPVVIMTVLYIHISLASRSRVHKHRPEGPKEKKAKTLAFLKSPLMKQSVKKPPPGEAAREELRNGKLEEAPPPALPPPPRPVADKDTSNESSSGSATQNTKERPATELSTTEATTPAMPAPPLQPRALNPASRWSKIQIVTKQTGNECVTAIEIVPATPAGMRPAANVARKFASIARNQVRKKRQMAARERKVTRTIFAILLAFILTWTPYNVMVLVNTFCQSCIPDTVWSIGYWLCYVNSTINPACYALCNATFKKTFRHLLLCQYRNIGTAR
CHRM1 agonist: human M1 muscarinic receptor agonism. activation, % at 3 µM. P11229. CHO-K1 hM1, Fluo-8 calcium fluorescence, agonist mode; 0% DMSO, 100% acetylcholine EC100. 360,000 compounds, 0.33% hits;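 active = activation above the run's mean compound activation plus 3 SD, cut at about 16% in these data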;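 also: peak over basal fluorescence ratio within a 140 s kinetic read after compound addition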
CHO parental Ca: signal in parental CHO cells, OX1R antagonist counter-screen. parental CHO-K1, ATP-induced calcium, Fluo-8 fluorescence. inhibition, % at 5.6 µM. 330,000 compounds, 0.63% hits;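 active = inhibition above that plate's mean sample inhibition plus 3 SD, cut at about 26% in these data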;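 also: 0% = ATP-challenged DMSO wells and 100% = DMSO wells without ATP; some compounds past the cut are filed as inactive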
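Assay system: untransfected parental CHO cell line. Also added: ATP agonist challenge. Dosing: one dose, 5.6 µM nominal. Measured by: Fluo-8 fluorescence. Read-out: % inhibition. Benchmarks: ATP wells versus no-ATP DMSO wells. Repeats: no replicates.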
M1 antag: human CHRM1 antagonism | P11229 | CHO-K1 hM1, Fluo-8 calcium fluorescence, ACh EC80 antagonist | inhibition, % at 3 µM | 360,000 compounds, 1.3% hits | AID 588852;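 active = percent inhibition above its own plate's cutoff, namely the mean of that plate's compound wells plus 3 SD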;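 also: peak over basal fluorescence ratio during 140 s after agonist addition; 0% = ACh EC80 plus DMSO and 100% = DMSO alone without agonist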
CHO-K1 Ca antag: M1 antagonist counterscreen hit in parental CHO-K1 cells; ATP-induced calcium, Fluo-8 fluorescence; inhibition, % at 3 µM; AID 602250; 360,000 compounds, 0.6% hits;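 active = inhibition above a per-plate cutoff, the plate's mean sample inhibition plus 3 SD, cut at about 24% in these data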;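 also: 0% = DMSO plus EC80 ATP and 100% = DMSO alone without ATP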
OXTR potentiate: human OXTR potentiation; AID 2445; 320,000 compounds, 0.061% hits; activation, % at 3 µM; CHO-OTR cells, Fluo-8 calcium fluorescence, potentiator mode; 0% = oxytocin EC15, 100% = EC100;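 active = activation above that plate's cutoff, the mean activation of tested compounds plus 3 SD, cut at about 6.6% in these data, passing the limit was not always enough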;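 also: 100% uses oxytocin at 75 nM as the full agonist control; some results filed as inactive read as strong as hits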
Target sequence (P30559 whole entry, looked up): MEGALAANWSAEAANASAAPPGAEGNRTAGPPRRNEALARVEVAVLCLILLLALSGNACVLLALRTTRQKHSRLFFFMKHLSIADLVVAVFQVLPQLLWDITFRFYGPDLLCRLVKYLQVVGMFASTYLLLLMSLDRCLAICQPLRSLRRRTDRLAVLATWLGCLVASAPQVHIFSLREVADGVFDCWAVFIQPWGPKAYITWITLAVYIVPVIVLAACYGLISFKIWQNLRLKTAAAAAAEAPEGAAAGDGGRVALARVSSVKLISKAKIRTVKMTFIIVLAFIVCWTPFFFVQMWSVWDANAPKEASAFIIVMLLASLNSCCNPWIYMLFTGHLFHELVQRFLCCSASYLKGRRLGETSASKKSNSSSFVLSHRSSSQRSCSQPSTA
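Assay system: CHO cell line stably expressing human OTR. Reagent: EC15 oxytocin agonist. Dosing: single dose, 3.0 µM nominal final compound concentration. Timing: compound 6 min at room temperature before oxytocin, 100 s read. Signal: kinetic Fluo-8 calcium fluorescence. Controls: oxytocin EC15 low and EC100 high.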
M4 antag: CHRM4 antagonism in calcium assay; 360,000 compounds, 0.73% hits; CHO-hM4 cells, ACh EC80, Fluo-8 calcium fluorescence; inhibition, % at 3 µM; AID 624125;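 active = inhibition above its plate's cutoff, the mean inhibition of sample wells plus 3 SD, cut at about 27% in these data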;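 also: 0% = acetylcholine EC80 with DMSO and 100% = DMSO without agonist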
CHRM1 PAM: positive allosteric modulators of human M1 muscarinic receptor; AID 588819; 360,000 compounds, 0.088% hits; activation, % at 3 µM; CHO-K1 hM1, Fluo-8 calcium fluorescence, ACh EC20; 0% = ACh EC20, 100% = maximal ACh; P11229; in the data active = activation above about 19%, passing the limit was not always enough
Starred values were filed as active, the others as inactive; / = no result given. Rows are unselected; any-hit rate near 2.9%.

SMILES | CHO-K1 Ca ag | M4 ag | CHRM1 agonist | CHO parental Ca | M1 antag | CHO-K1 Ca antag | OXTR potentiate | M4 antag | CHRM1 PAM
COc1cccc(OCC(=O)NNC(=S)Nc2ccc(Cl)cc2Cl)c1 | 9.2 | 9 | 4 | -7 | 2 | -11 | -2 | -2 | 2
Cc1ccc2c(c1)N(Cc1ccccc1)C(=O)C(C)O2 (stereo not given) | -0.7 | -3 | -9 | / | 7 | 0 | / | -11 | -4
CC(=O)Nc1nnc(CSCc2ccc(F)cc2)s1 | 1.1 | 2 | 0 | 1 | -12 | -13 | -8 | 20 | 7
C=CCN(CC=C)C(=O)c1ccncc1 | 0.5 | 1 | -2 | -7 | -9 | -12 | -10 | -8 | 9
CCOc1ccc(/C=N\NC(=O)c2c(C)nc3cc(C)ccn23)cc1 | 0.5 | 0 | -1 | -10 | -23 | -22 | 4 | -4 | 11
COc1ccccc1N1CCN(C(=O)C(CC(C)C)NC(=O)C2CCCCC2)CC1 (stereo not given) | 2.3 | 0 | -2 | -31 | -7 | 2 | -9 | -3 | 7
Cc1ccc(S(=O)(=O)N(C)C)cc1NC(=O)CSc1nc2ncc(Cl)cc2[nH]1 | 4.1 | 4 | -4 | / | -7 | -10 | / | -13 | 3
O=C(NC1CCCCC1)C1CC(=O)N(c2cccc([N+](=O)[O-])c2)C1 (stereo not given) | 2.6 | 7 | -6 | 10 | 0 | 2 | -7 | -2 | -5
COc1ccc(S(=O)(=O)N2CCCCCC2)cc1Br | 0.0 | 0 | -6 | / | -1 | -12 | / | -12 | 7
CCOC(=O)c1ccc(N2CN(C3CCCCC3)CNC2=S)cc1 | 0.9 | 1 | -6 | -5 | 4 | -6 | 4 | 1 | -3
FC(F)(F)C(F)(F)C(F)(F)c1nnc2ccc(N3CCOCC3)nn12 | 0.2 | 0 | -5 | -7 | -9 | 6 | -3 | 7 | -9
CC1CCN(C(=O)Cc2nn(C)c(=O)c3ccccc23)CC1 | 1.0 | 1 | -2 | -3 | -11 | -7 | -7 | -11 | 10
Cc1noc(C)c1S(=O)(=O)N1CCCC(C(=O)Nc2nccs2)C1 (stereo not given) | 0.2 | 3 | 0 | -10 | -9 | -3 | -4 | 3 | 6
COc1ccc(C)cc1NS(=O)(=O)c1ccc(NS(=O)(=O)c2ccc(NC(C)=O)cc2)cc1 | 0.0 | 0 | 9 | 4 | -1 | -2 | -7 | -2 | 17
COc1ccc(OC)c(N2C(=O)CC(Cc3ccc(Cl)cc3)C2=O)c1 (stereo not given) | 2.8 | 6 | -2 | -10 | 1 | -2 | -11 | 3 | 0
COc1ccc(/C=N/NC(=O)CCCOc2ccc(Cl)cc2Cl)cc1[N+](=O)[O-] | 0.6 | 1 | -3 | -17 | 0 | -6 | -7 | -6 | 4
Cc1nc(-c2nnc(SCC(=O)Nc3ccc(Cl)cc3)n2C)cs1 | 0.1 | 1 | -4 | -18 | -16 | -10 | -10 | -3 | 11
N#Cc1c(-c2ccccc2)nc2n1CCS2 | 0.0 | 2 | -10 | -4 | -8 | 1 | -5 | -7 | 6
COc1ccc(C(=O)CSC2=NS(=O)(=O)c3cc(Cl)ccc3N2)cc1 | 2.3 | 0 | -2 | -7 | 7 | 9 | -2 | -7 | 2
CCCCCCCC(=O)N/N=C/c1ccc(Br)cc1 | -0.1 | 0 | -6 | -20 | -1 | 1 | -2 | -3 | 0
COc1ccc(NC(C)=O)c(C)c1 | -0.1 | 1 | -1 | -14 | 2 | 11 | -9 | 0 | 6
Cc1onc(-c2c(F)cccc2Cl)c1C(=O)N1CCOC12CCCCC2 | -0.1 | 0 | -9 | -7 | -2 | -7 | 2 | 1 | 1
Cc1cc(=O)oc2cc(OCC(=O)OCC(=O)N(C)C3CCS(=O)(=O)C3)ccc12 (stereo not given) | 0.8 | 1 | -2 | -16 | -10 | -10 | 9 | -9 | 4
CCOC(=O)Cc1csc(SCC(=O)NC2CCC(C)CC2)n1 (stereo not given) | -0.4 | 2 | 1 | -13 | -19 | 10 | -5 | -26 | 13
O=C(C[n+]1ccccc1)NNc1ccccc1 | 0.1 | 1 | -11 | 7 | 4 | -14 | -1 | 12 | -3
O=C(Nc1cccc(Cl)c1)Nc1nccs1 | 6.4 | 15 | 8 | -4 | 5 | 15 | -10 | -6 | -5
CS(=O)(=O)N1CCCC(C(=O)NCCCN2CCc3ccccc3C2)C1 (stereo not given) | 0.1 | 2 | -9 | -7 | 9 | 14 | -8 | 3 | 1
CCCn1c(SC/C(O)=C(\C#N)c2nc3ccccc3[nH]2)n[nH]c1=O | -0.3 | 0 | -2 | -2 | 9 | 22 | 0 | 2 | -6
C[C@H]1CN([C@@H](C)CO)S(=O)(=O)c2ccc(C3=CCCC3)cc2O[C@@H]1CN(C)C(=O)C1CCCCC1 | -0.2 | -2 | -4 | / | -16 | 8 | / | -3 | 9
CC1=C(C(=O)OC2CCCCC2)C(c2ccccc2)NC(=O)N1 (stereo not given) | 0.3 | -1 | -7 | -21 | -16 | -8 | 5 | 4 | 13
O=C(COc1ccccc1)Nc1ccc(CSc2ccccc2)cc1 | 0.5 | 0 | -3 | 21 | 0 | -10 | -14 | -7 | -5
CCN(c1cccc(C)c1)S(=O)(=O)c1cn(CC(=O)OC)c2ccc([N+](=O)[O-])cc12 | 0.2 | 2 | -5 | -3 | 8 | -9 | -9 | 0 | -7
O=C(CN1C(=O)NC2(CCCc3ccccc32)C1=O)Nc1cccc(S(=O)(=O)N2CCCCC2)c1 (stereo not given) | 0.1 | 1 | -4 | -7 | -5 | -7 | -9 | 6 | 4
Cc1onc(-c2ccccc2Cl)c1C(=O)NC(=S)Nc1ccccc1C(N)=O | 1.1 | 0 | -9 | -11 | -7 | -4 | 5 | -2 | 8
COc1ccc(C2NC(=O)c3ccccc3O2)cc1OC (stereo not given) | 0.7 | 0 | -2 | -3 | 5 | -8 | 2 | -5 | 1
Cc1cc(=O)[nH]c2nnc(-c3ccc(Cl)cc3)n12 | 0.2 | 0 | -4 | 7 | -4 | -7 | -13 | -5 | 4
CC(C)N(CC(O)COc1ccc(CC(N)=O)cc1)CC(O)COc1ccc(CC(N)=O)cc1 (stereo not given) | -0.9 | 2 | -4 | 0 | -12 | -4 | 2 | -4 | 14
COCCn1c(SCC(=O)Nc2sccc2C(N)=O)nnc1-c1ccncc1 | 2.0 | 1 | -5 | -3 | -11 | -16 | 1 | -2 | 13
COc1ccc(C(=O)Nc2ccc(O)c3ccccc23)cc1 | 1.4 | 4 | -4 | -1 | 2 | -6 | -5 | -2 | 6
COc1ccc(NC(=O)C2=NNC(=O)CC2)cc1S(=O)(=O)N1CCCCC1 | 0.8 | 3 | -3 | -17 | -9 | -21 | -3 | 18 | 8
CCOc1ccc(OCCCC(=O)O)cc1 | 0.6 | 0 | -6 | 3 | -7 | -3 | 4 | -8 | 12
O=C(CSc1ccc(-c2ccccn2)nn1)NCc1ccccc1 | 4.1 | 17 | -4 | -15 | 37* | 0 | -1 | 16 | -5
Cc1cccc(C)c1NC(=O)c1ccc2sc([C@H]3C[C@H](O)[C@@H](CO)O3)nc2c1 | -0.3 | 0 | -2 | / | -12 | -10 | / | 1 | 9
O=C(COc1ccc(S(=O)(=O)N2CCCC2)cc1Cl)Nc1ccc2c(c1)OCO2 | 3.0 | 7 | -3 | -7 | 4 | -20 | -9 | 3 | -1
CN(C)CCN1CCN(C2CN(Cc3ccc([N+](=O)[O-])cc3)S(=O)(=O)C2)CC1 (stereo not given) | 1.0 | 0 | -8 | / | -18 | -2 | / | -7 | 9
CC(/C=C/c1ccc2c(c1)OCO2)=N/NC(=O)c1cccnc1 | 0.8 | 2 | -3 | -5 | -3 | -11 | -3 | -2 | -7
COc1ccc([C@@H]2C[C@H](c3ccccc3)Oc3cc(OC)c(OC)c(OC)c32)cc1 | 0.6 | 0 | -5 | -33 | 13 | -8 | -5 | 7 | -10
CCCCN=c1sc(C(=O)OC)cc(=O)n1CCCC | 0.2 | 0 | -2 | -6 | -6 | -13 | -5 | 0 | 3

Fetched by structure from the entries so far:
SMILES | CHO-K1 Ca ag | M4 ag | CHRM1 agonist | CHO parental Ca | M1 antag | CHO-K1 Ca antag | OXTR potentiate | M4 antag | CHRM1 PAM
COc1ccc([C@@H]2C[C@H](c3ccccc3)Oc3cc(OC)c(OC)c(OC)c32)cc1 | 0.6 | 0 | -5 | -33 | 13 | -8 | -5 | 7 | -10
O=C(COc1ccc(S(=O)(=O)N2CCCC2)cc1Cl)Nc1ccc2c(c1)OCO2 | 3.0 | 7 | -3 | -7 | 4 | -20 | -9 | 3 | -1

Additional structures.
SMILES | CHO-K1 Ca ag | M4 ag | CHRM1 agonist | CHO parental Ca | M1 antag | CHO-K1 Ca antag | OXTR potentiate | M4 antag | CHRM1 PAM
CCC(C)[C@H](NC(=O)Nc1ccc2c(c1)OCCO2)C(=O)OC (stereo not given in full) | 4.4 | 1 | -4 | -5 | -6 | -7 | -12 | 4 | 6
CCC(=O)Nc1ccc2c(c1)nc(CCN1CCN(c3ccccn3)CC1)n2C | -0.3 | 1 | -9 | / | 42* | 4 | / | -8 | -17
Cc1ccc(N2CCCC2=O)cc1S(=O)(=O)N1CCOCC1 | 0.0 | 1 | -4 | -10 | -22 | -10 | -1 | -7 | 13
O=C(COC(=O)COc1cccc(Br)c1)NCc1ccc2c(c1)OCO2 | 0.0 | 2 | -2 | -9 | -14 | -16 | -2 | -17 | 3
COc1ccc(NC(=O)c2cc(C3CCCCN3S(C)(=O)=O)on2)c(C)c1 (stereo not given) | 0.6 | 1 | 3 | / | -14 | 28* | / | -9 | 13
O=C(Nc1nc(-c2ccco2)c(-c2ccco2)s1)C1CCC1 | -0.2 | -1 | -5 | -22 | -10 | -3 | -11 | 9 | 9
Cc1ccccc1S(=O)(=O)Cc1ccc(C(=O)NCc2ccco2)o1 | 10 | 2 | 0 | -14 | -7 | -4 | -7 | -3 | 6
Cc1csc(NC(=O)c2cncc(Br)c2)n1 | 0.0 | 1 | -5 | -13 | 3 | -5 | -9 | 6 | -1
COc1ccc(NC(=O)CSc2nnc(C)n2C2CCCCC2)cc1 | -0.5 | 1 | 1 | -17 | -7 | -7 | -5 | 7 | 12
O=C(OCC(O)COC(=O)c1cccnc1)c1cccnc1 | 0.3 | 0 | -2 | -4 | 0 | -6 | -9 | 1 | 6
COc1cccc(CC2(CO)CCCN(Cc3c(C)cc(C)cc3-n3cccn3)C2)c1 (stereo not given) | 1.5 | 1 | -13 | -13 | 0 | -8 | -8 | -1 | 2
O=C1NC(c2ccc3ccccc3c2)Nc2ccccc21 (stereo not given) | 6.3 | 5 | 1 | / | -6 | -13 | / | -2 | 1
CCn1cc([N+](=O)[O-])c(=O)c2cc(F)c(N3CCOCC3)cc21 | 0.3 | 0 | -4 | -4 | -11 | 3 | -16 | 7 | 7
Cc1cc(Br)ccc1NC(=O)CN(C)C(=O)CSCc1ccccc1 | 1.0 | 2 | 3 | -10 | 0 | 0 | -15 | 1 | 6
COc1ccc(C2=NN(C(=O)CCC(=O)O)C(c3ccccc3OC)C2)cc1 (stereo not given) | -0.4 | 0 | -2 | 6 | -7 | 5 | 2 | -1 | 6

Screening results as filed in PubChem BioAssay.
